# LYP phosphatase = inhibitors of LYP phosphatase, biochemical, fluorescence intensity, uHTS (AID 1779) | recombinant LYP phosphatase, fluorescence intensity; higher % means a stronger effect | inhibition, % at 11.5 µM, or IC50 in µM where a hit was titrated | hit rate 0.054% among 290,000;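 further: plate controls were vehicle with enzyme for no effect and no enzyme for full effect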
# XIAP antagonists = XIAP antagonists, biochemical, IAP family, fluorescence polarization (AID 1018); XIAP BIR domain, fluorescence polarization peptide displacement; higher % means a stronger effect; E3 ubiquitin-protein ligase XIAP (Homo sapiens); hit rate 0.007% among 200,000; displacement, % at 20 µM; hits with a dose series show IC50 in µM; in the data active means displacement above about 50%; further: a part of the inactive calls stands beside numbers as strong as those of hits
# NS5 inhibitors = Dengue-2 NS5 methyltransferase inhibitors, primary screen, biochemical, confirmation dose response (AID 588689) | Genome polyprotein (Dengue virus type 2 (strain 16681-PDK53)) | Dengue-2 NS5 methyltransferase capping enzyme assay, biochemical; higher % means a stronger effect | one-dose inhibition, % at 25 µM; IC50 in µM for titrated hits | hit rate 0.3% among 340,000; in the data active means a potency from the dose series
# HIV fusion peptide = inhibitors of HIV fusion peptide binding, primary screen, biochemical, uHTS, fluorescence dequenching (AID 1986); cell-free peptide binding, fluorescence dequenching, 30 min; higher % means a stronger effect; one-dose inhibition, % at 20 µM; IC50 in µM for titrated hits; hit rate 0.3% among 290,000; in the data active means inhibition mostly above about 52%, no sharp cut-off; inactive means mostly below about 76%; further: some results filed as inactive read as strong as hits
# HEK293 NOD2/NF-kB = NOD2 signaling inhibitors, cell-based, luminescence, uHTS, HEK293 (AID 1566); HEK293 NOD2/NF-kB luciferase reporter, luminescence; higher % means a stronger effect; one-dose inhibition, % at 4 µM; EC50 in µM for titrated hits; hit rate 0.63% among 290,000; further: many of its hits are not listed in these tables
# AID2073 = inhibitors of Mint1-CaV2.2 protein interaction, biochemical, HTRF (AID 2073); HTRF protein-protein interaction, Mint1-CaV2.2; higher % means a stronger effect; inhibition, % at 20 µM; hits with a dose series show IC50 in µM; hit rate 0.19% among 290,000; in the data active means inhibition mostly above about 51%, no sharp cut-off; further: some results filed as inactive read as strong as hits
# Myeloid diff MLP = induction of myeloid progenitor differentiation, primary screen, cell-based, flow cytometry, MLPCN library | hit rate 1% among 360,000 | AID 624256, 2012 | calls only at 10 µM | ER-HoxA9 myeloid progenitors, lysozyme-GFP differentiation;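 active means normalized GFP-positive differentiation at or above the plate's own cutoff, the solvent-only control mean plus 3 SD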;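 further: cells exposed to compound for four days before flow analysis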
# Siah-1 displacement = Siah-1 peptide-binding antagonists, primary screen, biochemical, fluorescence polarization, rhodamine-plectin, uHTS (AID 1817) | E3 ubiquitin-protein ligase SIAH1 (Homo sapiens) | Siah-1 / rhodamine-plectin peptide fluorescence polarization; higher % means a stronger effect | displacement, % at 20 µM; hits with a dose series show IC50 in µM | hit rate 0.02% among 290,000;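 active means displacement of at least 50% at 20 µM, with a fluorescence ratio check between 0.3 and a set limit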;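 further: plate controls were Siah plus tracer with DMSO for no effect and tracer alone without Siah for full effect; strong numbers were not always called active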
# Lipid droplet = inhibitors of hepatocyte lipid droplet formation, primary screen, imaging, high-throughput imaging, BODIPY stain. AML12 mouse hepatocytes, oleate lipid droplets. inhibition, % at 6.5 µM. hit rate 0.4% among 240,000;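 active means lipid droplet intensity inhibited by at least 50%, with more than 500 cells counted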
#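 Assay system: AML12 hepatocytes (mouse); Probe or stimulus: oleic acid at 100 µM to induce lipid droplet formation; Dosing: compound at 6.5 µM only; Schedule: compound with oleate, overnight; Detection: fluorescence imaging, 20x objective, two fields per well; Measure: % inhibition of lipid droplet signal.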
# Lipid droplet cells 6.5 µM = further read-out of Lipid droplet, marked with its call; cell count; measured here: cell count, cytotoxicity flag;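 cells counted across two imaged fields per well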
# NS5 inhibitors pilot replicate = also measured in NS5 inhibitors; calls as there; inhibition, %; measured here: pilot screen replicate inhibition
# Myeloid diff MLP GFP+ MAC1+ % = also measured in Myeloid diff MLP; calls as there; GFP+ MAC1+ double positive, %; measured here: differentiation confirmed by MAC1 staining
# Starred values were filed as active, the others as inactive; i = inactive; . = not tested or not shown. Unless noted, no stated cut-off is given here; in the data, active means inhibition above about 50%; inactive means the rest. The list is partial. The share of hits here may be higher or lower than overall.
SMILES,LYP phosphatase,XIAP antagonists,NS5 inhibitors,HIV fusion peptide,HEK293 NOD2/NF-kB,AID2073,Myeloid diff MLP,Myeloid diff MLP GFP+ MAC1+ %,Siah-1 displacement,Lipid droplet,Lipid droplet cells 6.5 µM,others
COC(=O)c1cc2cc(NS(=O)(=O)c3ccc(C)cc3)ccc2s1,4%,-1.9%,-2%,-1.2%,-11%,24%,i,0.5,5%,4,700,
CCOc1ccc(NS(=O)(=O)N(C)C)cc1,-4%,-0.7%,-6%,0.0%,3%,4%,i,0.8,4%,0,695,
CCCCC1S/C(=N/N=C/c2ccco2)NC1=O (configuration not stated),-2%,-3.3%,-1%,18%,13%,2%,i,0.1,-1%,-4,667,
O=C(Nc1c(Cl)cc(Cl)cc1C(=O)NCCN1CCOCC1)c1cccc([N+](=O)[O-])c1,1%,-4.2%,-10%,0.9%,-3%,0%,i,0.2,-1%,-4,664,
CCOC(=O)c1cnc2ccc(C)cc2c1OCc1cc(F)cc(F)c1,-2%,-4.7%,-6%,-1.6%,-2%,16%,i,0.8,-3%,15,878,
CC(C)(C)c1cc(C(=O)N/N=C/c2ccc(F)cc2)n(-c2ccccc2)n1,1%,-1.0%,-1%,-0.9%,22%,35%,i,4.2,5%,-15,617,
COc1ccc2cc3cc(C(=O)NCCN4CCc5ccccc5C4)sc3nc2c1,-2%,-3.5%,-3%,-1.8%,-30%,10%,i,0.0,-12%,-16,609,
COc1cc(/C=N\NC(=O)c2ccc(Cl)cc2)ccc1Oc1ccc([N+](=O)[O-])cn1,7%,.,2%,-0.1%,28%,4%,i,1.2,4%,1,666,
COc1ccc(OC)c(/C=C/C(=O)Nc2ccc(OC)nc2)c1,5%,-7.7%,-12%,1.9%,-1%,22%,i,0.2,0%,3,682,
C#CCOCCOCCOCCNc1nc(N2CCN(C(=O)Cn3cc(CCCCN)nn3)CC2)nc(N2CCN(C(=O)[C@H](C)n3cc(CCCN=C(N)N)nn3)CC2)n1,-5%,-9.5%,.,-2.0%,-3%,-4%,.,.,1%,-14,749,
COc1cccc2c(=O)cc(C)n(CC(=O)Nc3cccc(C)c3)c12,-4%,-9.7%,-15%,2.4%,5%,1%,i,0.7,1%,-14,749,
Cc1ccc(-n2c(C)nc3c(cnn3-c3ccc(F)cc3)c2=O)cc1,4%,-4.4%,-13%,0.7%,25%,4%,i,1.3,1%,.,.,
O=C(O)C1C2CCC(O2)C1C(=O)Nc1cnn(Cc2ccccc2)c1 (configuration not stated),-4%,-7.5%,-6%,1.1%,-2%,-6%,i,6.1,-2%,14,805,
O=C1OC(Cc2ccccn2)C(=O)C1=C1SCCS1 (configuration not stated),2%,-0.1%,5%,6.0%,4%,0%,i,0.5,-1%,0,616,
CCOC(=O)CNC(=S)N1CCn2c(nc3ccccc32)C1,-6%,-3.8%,-9%,-0.5%,-5%,1%,i,0.5,4%,4,754,
COC1CCN(C(=O)c2ccc(OC3CCN(Cc4ccccn4)CC3)cc2)CC1,-2%,-6.9%,1%,1.0%,1%,12%,i,0.4,3%,-3,674,
Cc1cccn2c(/C=N/OCc3ccc(F)cc3)c(-c3ccc(Cl)cc3)nc12,7%,-7.3%,.,0.6%,-1%,6%,i,0.8,1%,.,.,
COc1ccc(/C=N/Nc2nnc(C)n2N)cc1OC,-3%,-1.6%,-7%,0.3%,6%,-15%,i,0.3,-2%,-10,674,
COc1ccc(NC(C)=O)cc1NS(=O)(=O)c1cn(C)c(=O)n(C)c1=O,-12%,.,0%,-0.2%,17%,-6%,i,1.1,-2%,0,783,
O=C(O)CSc1nnc(-c2ccccc2Br)n1-c1cccc(C(F)(F)F)c1,-1%,-9.7%,-10%,-0.2%,17%,2%,i,0.4,9%,17,677,
COc1ccc(NC(=S)NNc2ccc(S(=O)(=O)Nc3ccccc3C(=O)O)cc2[N+](=O)[O-])cc1,22%,.,16µM*,52%*,14%,-30%,i,0.8,-9%,7,655,
CN(C)C(CNC(=O)c1cc2ccccc2oc1=O)c1ccccc1 (configuration not stated),-7%,.,-4%,-2.0%,-37%,7%,i,0.3,2%,-11,722,
CC(C)NC(=O)CN1C(=O)CSc2ccc(S(=O)(=O)N3CCCC3)cc21,-15%,.,-1%,1.6%,18%,10%,i,3.3,-3%,11,701,
N#C/C(=C\c1cccs1)c1nc2ccccc2[nH]1,-1%,1.9%,1%,7.1%,-33%,-6%,i,0.7,2%,-17,615,
CCOc1ccc(-n2c(=O)[nH]c3sc4c(c3c2=O)CCCC4)cc1,-10%,-2.9%,3%,2.5%,20%,8%,i,0.4,27%,21,692,
CN(C)c1ccc(NC(=O)C2C3C=CC(C3)C2C(=O)O)cc1 (configuration not stated),0%,.,68%,-0.8%,-16%,-105%,i,3.0,-4%,-16,851,
Cc1ccc(C(=O)CCNc2ccc(Cl)cc2)o1,-1%,-5.4%,-7%,-3.1%,-94%,-12%,.,.,-4%,25,787,
CNCCCOc1ccc(C)cc1Br,-14%,-6.8%,-3%,-1.1%,4%,1%,i,1.0,-8%,-18,757,
O=C(CCn1c(=O)oc2ccccc21)Nc1ccccc1,-7%,-3.7%,-5%,-0.3%,-6%,-13%,i,0.9,0%,.,.,
NC(=S)N/N=C1/CCSc2ccc3ccccc3c21,-5%,0.7%,-6%,0.3%,17%,16%,i,0.0,0%,0,675,
Cc1ccc(F)cc1CNC(=O)c1cc(COc2ccc3ncccc3c2)on1,-6%,-3.5%,.,-0.5%,28%,0%,i,0.5,2%,-2,722,
CSc1ncc(-c2ccc(Cl)cc2)[nH]1,-1%,.,9%,-0.6%,-169%,5%,i,0.5,-4%,6,758,
O=C(Nc1cccc(-n2cnnn2)c1)c1cnccc1Cl,-9%,.,-6%,2.4%,12%,-1%,i,2.8,-1%,2,784,
CC(=O)c1cccc(N(CC(=O)NC2CCCC2)C(=O)c2csnn2)c1,-6%,.,0%,-1.6%,12%,9%,i,0.7,-2%,2,809,
CSc1nnc(C2CCCN(CC(=O)Nc3ccccc3N3CCOCC3)C2)n1C(C)C (configuration not stated),-8%,.,-9%,0.3%,2%,4%,i,1.1,3%,-34,691,
COc1cccc(NS(=O)(=O)c2c(C)cc(C)cc2C)c1,-2%,-8.3%,-9%,1.1%,20%,-5%,i,1.5,4%,.,.,
COC(=O)C1CCN(Cc2cn(Cc3ccccc3)nc2-c2cc3ccccc3o2)CC1,-2%,-3.0%,0%,-1.9%,-12%,-10%,i,0.9,23%,39,602,
CCC(C)(C)NC(=O)C(c1ccc(C)cc1)N(CC1CCCO1)C(=O)c1csnn1 (configuration not stated),-12%,.,5%,-0.7%,5%,4%,i,0.4,7%,-11,741,
CCOCC(O)CSCc1ccc(Cl)cc1 (configuration not stated),-4%,4.3%,0%,0.1%,-12%,1%,i,0.7,14%,-3,667,NS5 inhibitors pilot replicate=-3.9
Cc1ccc(/C=C2\SC(=S)N(/N=C/c3cc([N+](=O)[O-])ccc3O)C2=O)o1,5%,-1.2%,.,82%*,-5%,73%*,i,0.1,25%,3,708,
Cc1cccc(Oc2nc(CN3CCOCC3)nc3sc4c(c23)CCCC4)c1,-3%,0.4%,0%,-0.1%,-6%,1%,i,0.0,-9%,-2,610,
O=C(NC(=S)Nc1ccc(S(=O)(=O)N2CCCCC2)cc1)c1cccs1,0%,-0.4%,-7%,0.6%,6%,-7%,i,1.3,-3%,0,470,
Cc1cc(C)c(S(=O)(=O)N2CCCCC2)c(C)c1-n1ncnn1,-4%,-4.6%,-5%,-0.5%,0%,-2%,i,7.3,0%,9,786,
CC(CNC(=O)CC(C)(C)C)NC(=O)CC(C)(C)C (configuration not stated),-6%,-5.6%,0%,0.0%,19%,-3%,i,0.5,-3%,7,771,
Cc1cc(-c2cc(C(=O)NC3CCCC3)on2)nc(NC2CCCC2)n1,-3%,.,0%,0.6%,22%,15%,i,1.3,-2%,7,707,
CC(C)c1ccc(C(=O)OC2CCOC2=O)cc1 (configuration not stated),-12%,.,-7%,3.7%,-6%,7%,i,0.7,-7%,2,762,
COC(=O)Nc1ccccc1C(=O)N1CCC(O)(c2ccc(Cl)cc2)CC1,-1%,-4.0%,-7%,1.0%,17%,2%,i,0.5,12%,.,.,
COc1ccccc1C(=O)NC(=O)COC(=O)C1CC2CCCC(C1)C2=O (configuration not stated),0%,.,3%,0.7%,11%,-3%,i,1.8,2%,23,697,
Cc1cccc(COc2ncnc3nc[nH]c23)c1,-5%,-1.8%,-1%,2.4%,-10%,1%,i,0.0,4%,.,.,
Nc1[nH]c(=S)nc2nc(-c3ccccc3)c(-c3ccccc3)nc12,4%,-3.9%,-7%,-2.1%,-76%,31%,i,0.2,-2%,3,645,
CCCOc1ccc(C(CC(=O)O)NC(=O)c2sc3ccccc3c2Cl)cc1 (configuration not stated),3%,-4.6%,-1%,7.3%,-19%,43%,i,0.3,-7%,-4,746,
Cc1nn(-c2ccccc2)c(N)c1C1(O)C(=O)Nc2ccc([N+](=O)[O-])cc21 (configuration not stated),-9%,.,-7%,-0.2%,8%,-7%,i,0.3,-2%,12,753,
COc1ccc(N2CC(C)Cn3c2nc2c3c(=O)n(Cc3ccccc3F)c(=O)n2C)c(OC)c1 (configuration not stated),-1%,0.1%,-3%,-3.5%,1%,-7%,i,1.1,0%,1,782,
CN(C)CCOC(=O)CCc1ccccc1,-7%,-6.8%,2%,0.4%,10%,0%,i,0.5,i,4,781,
Cc1cccc(-c2cc(C(=O)Nc3c(C)n(C)n(-c4ccccc4)c3=O)c3ccccc3n2)c1,-9%,.,5%,-1.6%,40%,7%,i,0.5,-1%,-44,659,
CNS(=O)(=O)c1cc(Cl)ccc1Sc1ccccc1C(=O)O,-8%,.,-1%,-1.6%,5%,16%,i,0.6,15%,6,716,

# Structural class: the entries above containing a tert-butyl group.
SMILES,LYP phosphatase,XIAP antagonists,NS5 inhibitors,HIV fusion peptide,HEK293 NOD2/NF-kB,AID2073,Myeloid diff MLP,Myeloid diff MLP GFP+ MAC1+ %,Siah-1 displacement,Lipid droplet,Lipid droplet cells 6.5 µM,others
CC(C)(C)c1cc(C(=O)N/N=C/c2ccc(F)cc2)n(-c2ccccc2)n1,1%,-1.0%,-1%,-0.9%,22%,35%,i,4.2,5%,-15,617,
CC(CNC(=O)CC(C)(C)C)NC(=O)CC(C)(C)C (configuration not stated),-6%,-5.6%,0%,0.0%,19%,-3%,i,0.5,-3%,7,771,

# High-throughput results: PubChem BioAssay, several laboratories
